MEX-5 binding = MEX-5 zinc finger RNA-binding disruptors – biochemical, C. elegans, fluorescence polarization, MLPCN library, primary screen; AID 1832, 2009; activity score (negative = inhibition of binding), % at 10 µM; 0.38% of 300,000 active; Zinc finger protein mex-5 (Caenorhabditis elegans), Q9XUB2; MEX-5/FITC-TCR2 RNA binding; active compounds read low;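 active = inhibition past about -25% in most replicates, and total fluorescence under double the plate's negative control median, limit read from the data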;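 note: 0% = DMSO and -100% = 5 µM competing unlabeled TCR2 RNA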
Fam108B counter = mouse Fam108B serine hydrolase inhibitors, primary screen, counter-screen for RBBP9 inhibitor project, biochemical, fluorescence polarization. recombinant Fam108B, FP-Rh probe fluorescence polarization. inhibition, % at 9.51 µM. 0.33% of 300,000 active. AID 1947, 2009;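 active = inhibition above the screen mean inhibition plus 3 SD, computed separately per campaign, cut at about 18% in these data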;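 note: inhibitors lower polarization as less probe binds the enzyme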
BCLXL inh = inhibitors of human Bcl-xL, primary screen, biochemical, fluorescence polarization, HTS | Bcl-2-like protein 1 (Homo sapiens), Q07817 | GST-Bcl-xL / FITC-Bim BH3 peptide fluorescence polarization | inhibition, % at 10.9 µM | 0.7% of 320,000 active | AID 2129, 2009;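 active = inhibition above the mean of all tested compounds plus 3 SD, cutoff set per campaign, cut at about 30% in these data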;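 note: 0% = DMSO wells and 100% = unlabeled Bim-BH3 peptide competitor; inhibitors lower millipolarization by displacing the labeled peptide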
Target sequence (Q07817 whole entry, looked up): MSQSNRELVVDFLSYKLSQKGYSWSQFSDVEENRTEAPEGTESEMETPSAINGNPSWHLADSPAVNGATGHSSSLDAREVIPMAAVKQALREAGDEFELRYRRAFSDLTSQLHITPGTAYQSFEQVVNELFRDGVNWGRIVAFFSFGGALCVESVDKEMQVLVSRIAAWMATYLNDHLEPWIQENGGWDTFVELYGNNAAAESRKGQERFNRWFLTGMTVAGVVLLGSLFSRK
VLA-4 inh = inhibition in human VLA-4 binding assay, primary screen, VLA-4 allosteric modulator project, MLPCN library, flow cytometry, VLA-4 expressing cells; Integrin alpha-4 (Homo sapiens), P13612; ligand binding flow cytometry; inhibition, % (about 7 µM as worked out from the volumes in the protocol); 0.2% of 330,000 active; AID 2557, 2010; in the data active = inhibition above about 50%
PME-1 primary = PME-1 inhibitors via competitive probe labeling, primary screen, biochemical, fluorescence polarization, FP-Rh probe, HTS | Protein phosphatase methylesterase 1 (Homo sapiens), Q9Y570 | recombinant PME-1 | inhibition, % at 5.9 µM | 0.53% of 320,000 active | AID 2130, 2009;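 active = inhibition above the campaign mean of all compounds plus 3 SD, cut at about 26% in these data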;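 note: competitive labeling of PME-1 active site by serine hydrolase directed probe; 0% = PME-1 with DMSO and 100% = wells lacking PME-1 enzyme; inhibitors block probe labeling so polarization falls and inhibition rises; many of its hits are not listed in these tables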
Target sequence (Q9Y570 whole entry, looked up): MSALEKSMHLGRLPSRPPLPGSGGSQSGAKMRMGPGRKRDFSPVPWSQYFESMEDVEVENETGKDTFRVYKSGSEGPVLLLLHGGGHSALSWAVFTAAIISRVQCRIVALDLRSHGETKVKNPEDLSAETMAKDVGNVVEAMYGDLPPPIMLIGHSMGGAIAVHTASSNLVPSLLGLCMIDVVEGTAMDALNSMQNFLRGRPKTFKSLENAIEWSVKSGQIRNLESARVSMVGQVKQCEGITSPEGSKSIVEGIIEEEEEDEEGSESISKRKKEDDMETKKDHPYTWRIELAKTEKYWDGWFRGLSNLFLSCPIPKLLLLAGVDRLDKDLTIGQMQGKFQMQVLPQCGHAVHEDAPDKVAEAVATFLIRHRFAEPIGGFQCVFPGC
MCL1 BIM primary = inhibitors of MCL1 binding to BIM-BH3, primary screen, biochemical, fluorescence polarization. 0.68% of 320,000 active. Induced myeloid leukemia cell differentiation protein Mcl-1 (Homo sapiens), Q07820. inhibition, % at 10.9 µM. GST-MCL1 / FITC-Bim-BH3 fluorescence polarization;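 active = inhibition above the mean inhibition of all tested compounds plus 3 SD, set per campaign, cut at about 40% in these data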;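 note: 0% = DMSO wells and 100% = unlabeled Bim-BH3 peptide control; higher means more loss of mP so more displacement of Bim peptide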
Target sequence (Q07820 whole entry, looked up): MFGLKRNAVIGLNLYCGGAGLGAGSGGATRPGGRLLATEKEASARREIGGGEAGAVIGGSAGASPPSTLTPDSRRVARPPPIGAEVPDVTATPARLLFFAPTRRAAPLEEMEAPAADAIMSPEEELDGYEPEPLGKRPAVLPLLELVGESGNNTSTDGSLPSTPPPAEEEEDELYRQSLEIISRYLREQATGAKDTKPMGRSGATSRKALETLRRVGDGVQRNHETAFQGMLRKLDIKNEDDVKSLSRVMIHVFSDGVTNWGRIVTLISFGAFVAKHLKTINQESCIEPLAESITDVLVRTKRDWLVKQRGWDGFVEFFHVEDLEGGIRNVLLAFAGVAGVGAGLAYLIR
Efflux pump mplx = inhibitors of Candida efflux pumps in yeast, primary screen, S. cerevisiae, Nile Red, multiplex | inhibition, % at 10 µM | 0.44% of 330,000 active | S. cerevisiae Candida pump triplex;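 active = plate passing quality check with inhibition over a set limit, or well fluorescence over plate mean plus 4 SD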;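 note: Nile Red retained in pooled yeast measured as flow cytometry median fluorescence; 0% = buffer negative control and 100% = Enniatin B positive control; higher means more Nile Red kept so more efflux inhibition; some compounds called inactive have numbers as strong as hits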
GLD-1 TGE inh = GLD-1/TGE RNA complex disruptors, primary screen, biochemical, fluorescence polarization; AID 2280, 2010; purified GLD-1 + fluorescein TGE RNA; 0.44% of 320,000 active; inhibition, % at 5.96 µM; Female germline-specific tumor suppressor gld-1 (Caenorhabditis elegans), Q17339;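 active = percent inhibition above a per-plate cutoff, the plate mean of test compounds plus 3 SD, cut at about 30% in these data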;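 note: 0% = DMSO wells with GLD-1 and probe and 100% = wells lacking GLD-1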
GRK2 aptamer HTS = compounds blocking aptamer binding on GRK2 – biochemical, human GRK2, bead flow cytometry, HTS, primary screen; Beta-adrenergic receptor kinase 1 (Homo sapiens), P25098; FAM-aptamer displacement from GRK2; inhibition of aptamer binding, % at 10 µM; 0.59% of 330,000 active;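 active = inhibition of aptamer binding above 40%, roughly 3 SD of noise, on plates passing a quality check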;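 note: median bead fluorescence of bound FAM aptamer so fluorescent compounds give negative values; no value below 0 was filed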
The depositor's hits bear a star; · = not tested or not shown.

SMILES | MEX-5 binding | Fam108B counter | BCLXL inh | VLA-4 inh | PME-1 primary | MCL1 BIM primary | Efflux pump mplx | GLD-1 TGE inh | GRK2 aptamer HTS
CC1(C)Oc2ccc(C(=O)NC3CCCC3)cc2N(CC(=O)N2CCOCC2)C1=O | 2.6 | 2.2 | -5.5 | 6.6 | -1.1 | -12.2 | 0.0 | -0.8 | 0.0
Cc1ccc(CSc2ncccc2C(=O)O)cc1 | 1.3 | 0.6 | 5.5 | 9.5 | 2.7 | 3.8 | -0.2 | 7.3 | 1.0
O=C(CSCCc1ccccn1)Nc1cccnc1 | -2.1 | -2.0 | 3.6 | -7.9 | -5.6 | 12.2 | -0.2 | -1.0 | 3.0
COC(=O)CCc1sc(Nc2ccc(Br)cc2)nc1-c1ccc(OC)cc1 | -0.5 | -0.8 | -3.8 | -17.1 | 9.4 | -0.5 | -4.3 | -1.7 | 0.0
CCOc1ccccc1CN1CCC(n2nccc2NC(=O)C2CCCC2)CC1 | 0.3 | -1.0 | 4.7 | -8.5 | 4.4 | -0.1 | 0.0 | -1.2 | 0.0
Cc1ccc(C2CC(C(F)(F)F)n3nc(C(=O)NCCN4CCOCC4)cc3N2)cc1 (stereo not given) | 0.7 | -2.1 | 3.4 | 6.9 | -3.8 | 8.3 | 0.4 | 2.0 | 3.0
Cc1ccc(NC(=O)c2ccc(OC(=O)COc3ccc(Cl)cc3C)cc2)cc1 | 0.7 | 1.6 | 0.2 | -12.4 | 0.4 | 4.6 | -0.1 | 1.9 | 2.0
CCOCCCNC(=O)CCCOc1ccccc1 | 2.8 | 1.3 | 1.1 | 13.3 | -1.6 | -0.1 | -0.1 | 2.1 | 0.0
C/C(=N\NC(=O)c1cccc(C)c1)c1cccc(NC(=O)c2ccco2)c1 | 0.3 | 0.0 | -0.6 | 29.9 | -2.8 | 3.1 | -0.1 | 2.4 | 4.0
COc1ccccc1C(=O)NCCC(=O)NNC(=O)c1ccccc1O | -14.1 | 3.0 | -0.6 | 0.1 | 3.2 | 12.6 | -0.2 | 7.6 | 2.0
O=C(c1ccc(F)cc1)N1C2CCC1CC(O)(c1ccc(F)cc1)C2 (stereo not given) | -1.1 | 0.1 | 7.1 | -5.6 | 0.6 | 9.5 | -0.1 | 7.1 | 4.0
CC1CC(C)CN(CCOCCSc2ccc(Cl)cc2)C1 (stereo not given) | 0.8 | -1.9 | 7.4 | 2.8 | -5.4 | 6.4 | -0.3 | 0.3 | 1.0
Cc1cnnn1-c1cccc([N+](=O)[O-])c1 | -1.7 | -5.0 | 0.8 | 5.5 | 0.6 | -1.1 | 0.3 | -5.0 | 0.0
CCOc1ccc(-n2nc3c(=O)[nH]nc(C)c3c2C)cc1 | -1.5 | -1.8 | -2.0 | 11.6 | -0.3 | -4.2 | -0.1 | -0.2 | 1.0
O=C(NC1CCCCC1)c1cccc(Cn2cc(Cl)cn2)c1 | 1.9 | -0.8 | 4.9 | 6.5 | -2.8 | 5.2 | 0.1 | 6.7 | 0.0
CC(=O)Nc1ccc(Oc2ccc3c(c2)C(=O)NC3=O)cc1 | -1.1 | 0.7 | 7.6 | 9.8 | -3.3 | 8.4 | 0.3 | 1.0 | 4.0
COC(=O)CC(c1ccccc1F)N1Cc2ccccc2C1=O (stereo not given) | 1.2 | -2.4 | 6.9 | -5.3 | -6.7 | 3.6 | -0.2 | 3.9 | 1.0
CCN(C(=O)CSc1n[nH]c(-c2cccs2)n1)C1CCS(=O)(=O)C1 (stereo not given) | 0.9 | -0.9 | -2.5 | 4.6 | 0.7 | -1.6 | 0.1 | -3.3 | 0.0
COc1ccc(N/C=C/C(=O)c2ccc(Oc3ncccn3)cc2)cc1 | 2.6 | 2.3 | 3.9 | -10.5 | 0.3 | 5.8 | -0.1 | -10.5 | 3.0
CCOC(=O)Cc1csc(NC(=O)C2C3C=CC(C3)C2C(=O)O)n1 (stereo not given) | -1.4 | -0.2 | 0.7 | 13.1 | 0.1 | 20.1 | -0.2 | -2.2 | 32.0

Compound profiles, from the list above. Screens in order: MEX-5 binding | Fam108B counter | BCLXL inh | VLA-4 inh | PME-1 primary | MCL1 BIM primary | Efflux pump mplx | GLD-1 TGE inh | GRK2 aptamer HTS
`CCN(C(=O)CSc1n[nH]c(-c2cccs2)n1)C1CCS(=O)(=O)C1` (stereo not given) across the screens: 0.9 | -0.9 | -2.5 | 4.6 | 0.7 | -1.6 | 0.1 | -3.3 | 0.0
`COC(=O)CC(c1ccccc1F)N1Cc2ccccc2C1=O` (stereo not given) across the screens: 1.2 | -2.4 | 6.9 | -5.3 | -6.7 | 3.6 | -0.2 | 3.9 | 1.0

(further entries)
SMILES | MEX-5 binding | Fam108B counter | BCLXL inh | VLA-4 inh | PME-1 primary | MCL1 BIM primary | Efflux pump mplx | GLD-1 TGE inh | GRK2 aptamer HTS
O=S(=O)(c1ccsc1)N1CC=C(c2ccccc2)CC1 | -0.3 | 3.1 | -0.6 | 4.2 | 7.1 | 3.3 | 0.1 | -0.1 | 0.0
CCn1c(C)nc2cc(C(=O)NNC(=S)Nc3ccc(C)cc3)ccc21 | 0.5 | 3.6 | 5.1 | -9.6 | 0.0 | 7.1 | -0.3 | -1.1 | 2.0
CCOc1ccc(-c2nc(CSCC(=O)NCc3ccco3)c(C)o2)cc1 | 2.1 | -1.7 | 4.0 | 6.3 | 0.8 | 0.4 | 0.2 | 2.2 | 0.0
CCC(C)NC(=O)CSc1nc2ccccc2c(=O)n1Cc1ccc(OC)cc1 (stereo not given) | 0.3 | 0.6 | 7.1 | 11.6 | 1.5 | 3.0 | -0.1 | 4.9 | 1.0
CC(C)(C)OC(=O)N/N=C/c1ccc(C(=O)O)cc1 | -0.2 | 4.2 | 0.9 | 3.4 | 2.1 | -5.8 | 0.2 | -4.0 | 0.0
COc1ccc(C2/C(=C(/O)c3ccccc3)C(=O)C(=O)N2CO)cc1 (stereo not given) | -3.2 | -1.1 | -0.1 | 0.0 | 4.0 | -6.1 | 0.0 | -4.0 | 0.0
CCOc1ccc(S(=O)(=O)N2CCC(C(=O)OC(C)C(=O)N3CCOCC3)CC2)cc1 (stereo not given) | -0.2 | -1.2 | 3.7 | 7.0 | 1.7 | -0.8 | 0.0 | -0.8 | 0.0
CC(Cc1cccnc1)NC(=O)c1cc(COc2c(F)cccc2F)on1 (stereo not given) | 2.1 | 2.0 | 5.7 | -0.3 | 4.0 | 4.0 | 0.0 | 7.7 | 0.0
CC1CN(S(=O)(=O)c2cccc(C(=O)N3CCC(C(N)=O)CC3)c2)CC(C)O1 (stereo not given) | · | · | · | -0.2 | · | · | 0.2 | 1.0 | 5.0
NC(=O)COc1cccc2cccnc12 | -1.2 | -0.2 | 7.8 | -6.1 | 6.0 | 7.2 | -0.1 | -2.7 | 0.0
Cc1cc2oc(=O)cc(CN(C)Cc3ccc(OC(F)F)cc3)c2cc1Cl | 2.1 | 2.1 | 0.7 | -3.3 | -13.7 | 5.0 | -0.2 | 4.5 | 0.0
COc1cccc(-n2ccnc2SCC(=O)N2CCc3ccccc32)c1 | -0.1 | -3.5 | 9.8 | -7.9 | 0.5 | -0.2 | -0.1 | 3.4 | 0.0
COc1ccc2c(c1)C(C)=CC(C)(C)N2C(=O)Nc1ccccc1 | -4.5 | 1.4 | 20.2 | -1.0 | -1.9 | 12.0 | -0.2 | 6.4 | 1.0
O=C(Nc1cccc(F)c1)NC1(C(=O)N2CCN3CCCC3C2)CCCCC1 (stereo not given) | -0.6 | -5.0 | 0.1 | 0.3 | -9.1 | -0.2 | 0.1 | -2.0 | 0.0
Cc1cc(OCC(=O)Nc2ccc(CN3CCOCC3)cc2)ccc1Cl | 2.2 | · | · | 6.0 | · | · | 0.0 | · | 2.0
COc1ccc(NC(=O)CSc2ccc3nnc(-c4ccccn4)n3n2)c(OC)c1 | -1.9 | 2.6 | 5.2 | -10.1 | 4.0 | 3.3 | -0.1 | -3.8 | 0.0
Cc1ccccc1OCCSCc1nc2ccccc2[nH]1 | 2.6 | 5.3 | 2.5 | -0.5 | -0.9 | 3.2 | -3.6 | 2.9 | 0.0
Cc1cc(NC(=O)CCN2CCN(Cc3ccccc3)CC2)ccc1Br | -0.7 | -3.8 | 1.5 | -4.0 | -4.0 | 7.0 | -0.2 | 1.1 | 0.0
O=C(N=Nc1c(O)[nH]c2ccccc12)c1cccc(S(=O)(=O)N2CCCCC2)c1 | 0.7 | 0.3 | -0.6 | 0.1 | 4.4 | 6.9 | 0.4 | 3.2 | 0.0
CCCN(C(=O)Cc1csc(-c2ccccc2)n1)C1CCS(=O)(=O)C1 (stereo not given) | · | · | 7.8 | 5.9 | -2.4 | 5.0 | 0.2 | 1.5 | 4.0
O=C(Oc1ccc(-c2nnco2)cc1)N1CCCCC1 | 0.2 | -2.2 | -3.2 | 9.3 | -2.3 | -0.2 | 0.0 | 1.6 | 0.0
CN(C)C(=O)c1ccc(NC(=O)COC(=O)CC23CC4CC(CC(Br)(C4)C2)C3)cc1 | 2.7 | 4.0 | -1.4 | 6.8 | -5.1 | 0.6 | 0.3 | 2.4 | 20.0
Cc1noc(C)c1S(=O)(=O)N1CCCC(C(=O)NC2CCCCC2)C1 (stereo not given) | -0.3 | 3.3 | -2.9 | 1.0 | 0.6 | -1.2 | -0.1 | 5.0 | 0.0
CC1(c2nnc(-c3ccccc3)o2)CC(c2ccc(F)cc2)=NO1 (stereo not given) | 0.7 | -0.9 | 0.6 | 9.9 | 4.3 | 0.7 | -0.2 | 9.1 | 1.0
COc1cccc(COC(=O)C2CCN(C(=O)c3ccc(F)cc3)CC2)c1OC | -5.0 | 0.8 | 0.8 | 5.2 | 5.5 | -2.7 | 0.0 | 3.8 | 0.0
CCCc1nnc(NC(=O)CCC(=O)N2CCN(c3ccccc3)CC2)s1 | -0.4 | 2.8 | 3.2 | 7.0 | -4.7 | 7.0 | 0.1 | 3.4 | 0.0
COCCNC(=O)Cn1cnc2ccc(S(=O)(=O)N3CCC(C)CC3)cc2c1=O | -2.4 | 1.1 | 2.3 | -2.3 | -3.5 | 0.5 | 0.1 | 9.4 | 0.0
C=CCC(NCc1ccccc1)c1ccc(C)o1 (stereo not given) | 1.9 | -2.5 | 6.2 | -31.1 | -2.5 | 1.8 | 0.2 | -4.9 | 0.0
Cc1c(C(=O)NC(=S)Nc2ccc3c4c(cccc24)CC3)cccc1[N+](=O)[O-] | -1.4 | 5.3 | 2.3 | -0.3 | 1.7 | 8.0 | 0.2 | -3.0 | 1.0
CCOC(CNC(=O)CN1C(=O)COc2ccc(S(=O)(=O)N3CC(C)CC(C)C3)cc21)OCC (stereo not given) | 1.8 | 3.1 | 3.5 | 9.2 | -7.2 | 4.7 | 0.0 | 0.2 | 1.0
O=C(Nc1cccc(C(=O)Nc2cccc(C(F)(F)F)c2)c1)c1ccc(=O)[nH]c1 | -3.5 | -9.8 | 2.9 | -3.0 | -12.4 | 2.3 | 0.0 | 1.5 | 4.0

Screening data as filed in PubChem BioAssay.

An excerpt; the hit share may differ from the screen's.
